ABHD5-PLIN5 inh – ABHD5-PLIN5 interaction inhibitors, primary screen, cell lysate, split luciferase complementation, luminescence. Split G. princeps luciferase complementation, 4 h. inhibition, % at 4 µM. 360,000 compounds, 0.78% hits. Perilipin-5 (Homo sapiens) + 1-acylglycerol-3-phosphate O-acyltransferase ABHD5 (Homo …;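 active = inhibition above the mean inhibition across every tested compound plus 3 SD, cut at about 22% in these data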;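 note: 0% = DMSO only wells and the 100% control is not disclosed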
Target sequence (Q00G26 whole entry, looked up): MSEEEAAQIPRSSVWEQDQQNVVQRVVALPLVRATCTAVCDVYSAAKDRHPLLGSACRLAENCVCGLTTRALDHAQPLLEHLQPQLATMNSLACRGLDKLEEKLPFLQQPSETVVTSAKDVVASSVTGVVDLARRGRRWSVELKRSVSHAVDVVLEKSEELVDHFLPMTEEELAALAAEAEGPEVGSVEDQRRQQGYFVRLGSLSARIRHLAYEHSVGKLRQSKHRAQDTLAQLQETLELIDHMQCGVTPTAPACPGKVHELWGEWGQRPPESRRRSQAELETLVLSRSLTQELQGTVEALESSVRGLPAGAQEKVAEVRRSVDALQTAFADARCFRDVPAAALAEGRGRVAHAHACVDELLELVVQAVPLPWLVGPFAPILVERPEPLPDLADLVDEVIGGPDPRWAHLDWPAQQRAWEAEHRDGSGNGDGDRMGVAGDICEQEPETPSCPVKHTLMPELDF
Target sequence (Q8WTS1 whole entry, looked up): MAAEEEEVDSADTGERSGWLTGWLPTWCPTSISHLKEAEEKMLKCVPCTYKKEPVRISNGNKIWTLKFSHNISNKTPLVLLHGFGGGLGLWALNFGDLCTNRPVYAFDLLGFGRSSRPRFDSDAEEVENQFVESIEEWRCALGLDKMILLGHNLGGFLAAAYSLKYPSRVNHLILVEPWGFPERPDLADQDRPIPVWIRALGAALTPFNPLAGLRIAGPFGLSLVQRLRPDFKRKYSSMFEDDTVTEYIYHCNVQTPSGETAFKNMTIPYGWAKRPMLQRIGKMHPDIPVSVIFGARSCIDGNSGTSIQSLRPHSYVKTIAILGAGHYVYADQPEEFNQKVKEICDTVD
MC4R antagonist – MC4R antagonists of cAMP signaling, primary screen, cell-based, TR-FRET, antagonist arm of biased-ligand search; MC4R-expressing cells, MTII-stimulated cAMP, LANCE TR-FRET; inhibition, % at 6.5 µM; 360,000 compounds, 0.48% hits; AID 540295, 2011;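 active = inhibition above its plate's cutoff, the mean of tested wells on that plate plus 3 SD, cut at about 29% in these data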;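 note: 0% = Melanotan II alone and 100% = Melanotan II plus saturating MCL0020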
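Material: human MC4R-expressing U2OS cells. Probe or stimulus: Melanotan II challenge. Dosing: 6.5 µM single dose. Times: 30-min compound, 1-h challenge, 1-h detection, room temperature. Technique: TR-FRET with Eu-cAMP and labeled anti-cAMP, 671 nm. Replication: singlicate.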
Cardio protect – cardioprotection against H2O2-induced cell death, primary screen, uHTS, H9c2 cells, ATPLite luminescence; H9c2 cardiomyocytes, H2O2 injury protection, 2 h; protection from H2O2 cell death, % at 20 µM; 360,000 compounds, 0.63% hits;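 active = compounds giving at least 50% protection of heart cells from peroxide-induced death in the single-dose screen, raw or plate-pattern-corrected value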;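 note: 0% = DMSO wells with peroxide and 100% = DMSO wells without peroxide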
HTR2A ag – mouse Htr2a agonists via beta-arrestin recruitment, primary screen, cell-based, luminescence; 5-hydroxytryptamine receptor 2A (Mus musculus), P35363; CHO-K1 mHTR2A beta-arrestin complementation; percent of 30 µM serotonin response; activation, % at 7.6 µM; 360,000 compounds, 0.66% hits;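 active = activation above a run cutoff, the mean activation of all tested compounds plus 3 SD, cut at about 14% in these data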;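 note: 0% = plate median of compound wells and 100% = 30 µM serotonin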
PDI turbidity – inhibitors of human PDI, primary screen, biochemical, turbidity, single point, plate reader; 350,000 compounds, 0.052% hits; PDI insulin aggregation turbidity, A650, 90 min; Protein disulfide-isomerase (Homo sapiens), P07237; AID 588391, 2011; inhibition, % at 10 µM;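 active = mean inhibition across replicates of 30% or more, whatever share of single replicates reach that level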;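 note: absorbance from insulin aggregation driven by PDI reduction with DTT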
Glyco luc inh – increase of ERlucT glycosylation luciferase signal, primary screen, N-linked glycosylation inhibitor project, D54 ERlucT cells, luminescence, set 2; D54 ERlucT glycosylation luciferase reporter, 24 h; percent of 100 nM tunicamycin response; reporter increase, % at 12.5 µM; 360,000 compounds, 0.23% hits; AID 588692, 2011;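 active = mean luciferase reporter signal, scaled so untreated is 0 and the glycosylation-blocking control 100, at or above a set limit in every replicate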;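 note: luciferase carries N-glycosylation sites so blocking glycosylation raises the light; 0% = median of neutral control wells and 100% = median of 100 nM tunicamycin wells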
CaV13 ICDI inh – Disruptors of the CACNA1D IQ motif to Ca2+-dependent inactivation inhibitor domain association, primary screening, Förster resonance energy transfer in intact living …; HEK cells, CFP/YFP FRET ICDI-IQ, plate reader, 10 min; percent FRET-ratio fall versus neutral wells; inhibition, % at 12.3 µM; 340,000 compounds, 0.098% hits; AID 743397;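 active = mean replicate inhibition of at least 30% and at least 1% of replicates passing that level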;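 note: 0% = median of the neutral control wells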
MC4R barr agon – MC4R agonists recruiting beta-arrestin, primary screen, cell-based, luminescence, agonist arm of biased-ligand search. U2OS MC4R beta-arrestin complementation; percent of melanotan II response, DMSO zero. activation, % at 8.9 µM. 360,000 compounds, 0.98% hits;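 active = activation above a per-plate cutoff, the mean activation of sample wells on that plate plus 3 SD, cut at about 8% in these data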
ABCB6 inh MLPCN – ABCB6 transporter inhibitors, primary screen, K562-ABCB6 cells, flow cytometry, MLPCN library; AID 602162, 2011; fluorescence ratio to DMSO, % at 10 µM; 360,000 compounds, 0.19% hits; K562-ABCB6 porphyrin accumulation, 1 h; hits give low values; ATP-binding cassette sub-family B member 6 (Homo sapiens), Q9NP58;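 active = fluorescence ratio to DMSO below 75%, the collection mean minus 3 SD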;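 note: signal is porphyrin accumulated inside mitochondria; 100% equals median channel fluorescence of DMSO control wells; lower ratio means ABCB6 inhibition with less porphyrin fluorescence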
Exocytosis inh – LAMP-1 surface exposure blockers, TALL-104 cells – cell-based, flow cytometry, MLPCN library, primary screen; TALL-104 LAMP-1 surface exposure; cells stimulated with thapsigargin and PMA; inhibition, % at 10 µM; 360,000 compounds, 0.66% hits; AID 651702, 2012;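 active = inhibition above about 55%, limit read from the data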
* hit, by the source's call; . = no result given. An unsorted share of the library (roughly 4.2% active in at least one column).

no.	SMILES	ABHD5-PLIN5 inh	MC4R antagonist	Cardio protect	HTR2A ag	PDI turbidity	Glyco luc inh	CaV13 ICDI inh	MC4R barr agon	ABCB6 inh MLPCN	Exocytosis inh
1	CCc1nc2c(OCc3ccc(S(C)(=O)=O)cc3)cccn2c1N(C)C(=O)c1ccccc1F	2	-3	9	3	-1	-1	-16	0.7	99	-2
2	CC(=O)N(C)c1ccc(C(O)(C(F)(F)F)C(F)(F)F)cc1	5	7	-3	-4	-9	4	2	-1.3	98	-6
3	O=C(CCNC(=O)c1ccc(Br)cc1)Nc1ccc(S(=O)(=O)Nc2ncccn2)cc1	-12	13	2	1	2	0	-7	-3.3	99	10
4	CCCCN(C(=O)COC(=O)c1ccc(C)s1)c1c(N)n(CCC)c(=O)[nH]c1=O	-2	0	8	1	-1	3	-6	0.4	102	10
5	COc1ccc(-c2nn(-c3ccccc3)cc2/C=N/NC(=O)c2cccc(S(=O)(=O)Nc3ccccc3Cl)c2)cc1	-2	6	4	-2	1	2	-2	-1.0	87	2
6	Cc1ccc(OCC(=O)NCc2cccs2)cc1	-2	6	4	1	6	-1	-6	-0.9	97	-1
7	O=C(CNC(=O)c1ccncc1)N/N=C/c1ccccn1	16	-9	7	-6	9	-3	-2	3.7	171	14
8	CCC1Oc2ccccc2N(CC(=O)NC2CCCC2)C1=O (centres undefined)	-2	-4	1	12	-9	2	-5	-0.2	85	-17
9	CCOC(=O)C(C)Oc1c(Br)cc(C2NC(=O)NC(C)=C2C(C)=O)cc1OCC (centres undefined)	-3	-4	0	-2	-8	1	-4	0.1	90	0
10	Cc1oc2ccccc2c1CNC(=O)N(C)C	5	2	8	5	19	2	-5	-0.2	99	-7
11	CC(Oc1ccccc1)C(=O)Nc1nc(-c2ccccn2)cs1 (centres undefined)	0	-1	52*	1	0	-4	-7	-1.2	93	2
12	CC1=C(C(=O)N(C(C)C)C(C)C)CC(CC(=O)NCCc2ccccn2)C(=O)N1Cc1ccc(F)cc1 (centres undefined)	3	.	3	2	.	0	-4	.	95	-6
13	Cc1cc(SCC(=O)N/N=C/c2ccccc2C(=O)O)c(C)cc1Br	6	-4	6	1	-4	0	-3	-0.3	93	37
14	COC(=O)c1cccc(NC(=O)CCc2ccccc2)c1	11	3	2	0	2	-1	-4	5.1	100	-1
15	CC1(C)C=C(c2ccc(C=O)s2)CC(C)(C)N1	-1	-6	5	-1	-10	0	0	-1.1	93	2
16	O=C(OCc1nnc(-c2ccccc2)o1)C1CC(=O)N(Cc2ccco2)C1 (centres undefined)	16	1	-1	7	1	-2	-1	-0.1	102	-2
17	CSc1cccc(NC(=O)C(C)C)c1	6	-2	4	4	6	1	11	0.6	95	1
18	Cc1ccc(CCP(=O)(O)CN2CCOCC2)cn1	0	5	4	-3	-3	3	-6	1.7	98	7
19	Cc1cc(C)cc(N(CC(=O)N2CC=C(c3ccccc3)CC2)S(=O)(=O)c2c(C)noc2C)c1	-12	7	-6	-8	5	-5	1	3.4	99	8
20	O=C(O)/C=C/c1ccc2c(-c3ccccc3)onc2c1	6	-1	11	4	-4	-2	-5	-0.3	100	-10
21	CCC(=O)Nc1cccc(C(=O)Nc2nccs2)c1	-4	-2	4	1	11	2	-3	-1.9	94	0
22	O=C(CCn1c(=O)oc2ccc(Cl)cc21)NCCCN1CCOCC1	-4	16	-2	-2	-2	2	-5	-1.4	99	-1
23	C1=CN2CCC1C(c1ccccc1)C2 (centres undefined)	8	5	10	11	30	0	.	1.9	107	0
24	COC(=O)CCCn1cc(CN(C)C2CN(Cc3cn(CCCC(=O)OC)nn3)S(=O)(=O)C2)nn1 (centres undefined)	-2	.	.	-4	.	.	-7	.	93	-1
25	COc1ccccc1NC(=O)CSc1nnc(Cc2cccn2C)n1-c1ccc(F)cc1	4	17	2	1	.	-3	-4	-0.5	105	0
26	COc1cc(OC)c2c(-c3cccc(-c4ccc(NC(C)=O)cc4)c3)cc(=O)oc2c1	10	-17	-4	-7	-6	8	-6	-2.2	100	-2
27	CCN(CC)S(=O)(=O)c1ccc(NC(=O)C(C)N(c2ccc(OC)cc2)S(C)(=O)=O)cc1 (centres undefined)	3	2	-6	2	-1	2	-5	1.1	97	1
28	CCCC/C(C)=N/NC(=O)C(=O)NCCc1ccccc1	2	-6	-6	-4	-20	0	.	2.5	98	3
29	COc1ccc(OC(=O)C2CC(=O)N(c3ccc(C)cc3)C2)cc1 (centres undefined)	1	5	-3	3	1	2	0	-1.1	107	-3
30	CCN(CC)C(=O)Oc1ccc(Br)cc1C(=O)Nc1ccc(F)c(Cl)c1	-7	-1	3	1	-2	-3	-15	12*	105	-2

(cont.)
no.	SMILES	ABHD5-PLIN5 inh	MC4R antagonist	Cardio protect	HTR2A ag	PDI turbidity	Glyco luc inh	CaV13 ICDI inh	MC4R barr agon	ABCB6 inh MLPCN	Exocytosis inh
31	C=CCc1cc(Cl)ccc1OCCn1ccnc1	-6	-6	2	-4	0	-1	-3	0.1	129	8
32	COc1ccc(S(N)(=O)=O)cc1C(=O)NCCCN1CCN(c2cccc(Cl)c2)CC1	-6	-3	4	-4	5	3	.	-0.5	101	0
33	O=C1NC[C@H](Cc2ccccc2)N(CC2CCN(CC3CCCC3)CC2)C1=O	7	10	6	2	-7	2	.	-0.3	101	1
34	C=CCOc1ccc(CN(C)Cc2nc3cc(C(F)(F)F)ccc3c(=O)[nH]2)cc1	-5	2	-2	1	8	4	-17	7.4	94	15
35	Nc1ccccc1Oc1c(F)c(F)c(Oc2ccccc2N)c(F)c1F	0	8	-8	-5	-3	-3	-7	2.7	98	-2
36	CN(C)CCCNC(=O)C[C@H]1C[C@H](C(=O)N2CCOCC2)[C@@]2(C)c3[nH]c4ccc(Cl)cc4c3CCN2C1=O	2	-1	1	0	-3	2	-5	-1.6	99	-1
37	Cc1ccc(C2=NN=C(NC(=O)CSc3nnc4c5ccccc5n(C)c4n3)SC2)cc1	-30	-2	5	4	0	1	.	-1.4	97	10
38	C=CCOc1ccccc1CN1CCSCC1	-2	6	-5	5	-2	-1	-9	-1.6	93	5
39	COc1ccc(-c2cc3ccccc3n2CC(O)CNCCO)cc1 (centres undefined)	9	8	3	5	-1	-1	-4	-0.5	105	-4
40	C=CCN1C(=O)NC2(CCCCC2)C1=O	-7	10	-3	-3	-12	0	-5	1.4	93	1
41	COc1ccc(CC(C#N)(CO)c2nc3ccccc3[nH]2)cc1 (centres undefined)	0	3	0	2	3	4	-4	0.1	103	-2
42	CC1=NN(C(=O)c2ccc(Cn3nc(C)c([N+](=O)[O-])c3C)o2)C(O)(C(F)(F)F)C1 (centres undefined)	0	3	11	2	-8	1	-18	-1.7	95	-8
43	NC(=S)N/N=C1\CC(n2nnn(-c3cccc(Cl)c3)c2=S)C2COC1O2 (centres undefined)	0	13	-12	-3	3	1	2	-1.9	99	0
44	Cc1cc(C)n(CCO)c(=O)n1	-3	9	0	-1	-8	2	-3	-0.3	95	-2
45	O=C(CN1C(=O)c2ccccc2S1(=O)=O)NC1CC2CCC1C2 (centres undefined)	10	17	5	4	1	0	1	0.3	106	2
46	CC(=O)Nc1ccc2c(c1)ncn2C1CCCCC1	3	-5	-4	-1	1	0	-4	0.6	101	1
47	CCOC(=O)CSc1nc2cccnc2n1-c1ccc(F)cc1	0	5	13	1	4	-2	-5	0.6	104	0
48	O=C(Cn1cnc2c(nnn2-c2ccccc2)c1=O)NCCc1ccccc1	-4	10	12	-1	.	1	-5	-0.8	98	-2
49	COc1cc(NC(=S)N2CCCC(C)C2)cc(OC)c1OC (centres undefined)	-5	2	0	0	-5	4	-16	-2.5	80	-1
50	CC(=O)Nc1cccc(NC(=O)c2ccc3c(c2)CCN3S(=O)(=O)c2ccccc2)c1	11	8	10	-2	9	3	-7	-2.8	101	3
51	CCOC(=O)C1=NN(C(C)=O)C2C(=O)N(CC)C(=O)C12 (centres undefined)	-7	3	1	-2	-4	0	-13	-1.4	94	-5
52	CCCC(=O)Nc1ccc2c(c1)nc1n2CCSC1	-5	1	-7	0	0	-3	-4	-1.4	104	-2
53	COc1cccc(C(=O)c2c(-c3ccccc3)ncc3cc(OC)c(OC)cc23)c1	0	-8	33	2	18	-2	-10	0.1	101	-5
54	O=C(NCc1ccccc1F)c1ccc(S(=O)(=O)NCc2ccco2)cc1	-1	14	-1	-3	-5	1	-6	1.7	97	4
55	COc1cccc(C(=O)C2=NN(C(C)=O)CC2c2ccco2)c1 (centres undefined)	5	1	-1	-1	-3	-1	-20	0.1	91	1
56	O=C(NCCN1CCCCC1)Nc1ccc(F)cc1F	-1	-2	-2	-5	0	0	-20	-0.8	93	-7
57	CCOc1ccc2oc(C(=O)N3CCN(Cc4ccccc4)CC3)c(C)c2c1	1	10	-1	-4	-2	-4	-3	0.3	93	3
58	C=C1C(=O)OC2C1C(OC(=O)C(C)=CC)CC(=C)C1C(O)C3OC3(C)C21O (centres undefined)	16	-3	9	16*	5	-5	-9	-1.3	95	-9
59	Cn1c(=O)c2cc(S(=O)(=O)NCCC(=O)N3CC=C(c4ccccc4)CC3)ccc2n(C)c1=O	5	6	-8	-2	-1	2	.	-2.2	98	5
60	C=CCNC(=S)N/N=C/c1ccc(N(CC)Cc2ccccc2)cc1	-1	2	-9	-7	-21	-12	-19	-1.7	96	2

Going on with the list:
no.	SMILES	ABHD5-PLIN5 inh	MC4R antagonist	Cardio protect	HTR2A ag	PDI turbidity	Glyco luc inh	CaV13 ICDI inh	MC4R barr agon	ABCB6 inh MLPCN	Exocytosis inh
61	Cc1ccc(NC(=O)CCC(=O)c2ccc(Cl)s2)nc1	4	0	2	-3	-5	0	-15	-1.6	99	-3
62	CCn1ncc([N+](=O)[O-])c1C(=O)Nc1ccc(C)c(C)c1	13	15	-8	0	-4	1	-5	1.7	102	-7
63	Cc1occc1C(=O)NCCCc1ccccc1	1	2	-7	-6	-3	0	.	-1.6	98	0
64	O=C(N/N=C/c1cccc(O)c1)c1ccc(-n2cnnn2)cc1	-3	8	5	-8	-9	1	-17	-0.5	99	2
65	COc1cc(Cl)c(C)cc1NC(=O)CCCN1C(=O)CCC1=O	1	6	8	2	6	0	-10	-1.5	105	-2

Only MC4R antagonist, MC4R barr agon and ABCB6 inh MLPCN, for some of the entries so far:
no. | canonical_smiles | MC4R antagonist | MC4R barr agon | ABCB6 inh MLPCN
64 | O=C(N/N=C/c1cccc(O)c1)c1ccc(-n2cnnn2)cc1 | 8 | -0.5 | 99
65 | COc1cc(Cl)c(C)cc1NC(=O)CCCN1C(=O)CCC1=O | 6 | -1.5 | 105
